Screening results deposited in PubChem by National Center for Advancing Translational Sciences (NCATS).
RGS4 inh = blocks human RGS4-accelerated GTP hydrolysis. P49798. Transcreener GDP fluorescence polarization, RGS4-accelerated GTP hydrolysis. Potency, µM (series often up to 114 µM), without a hit: top-dose activity change, negative = inhibition, most hits filed as inhibitors. actives 0.039% (n = 390,000); further: potency means the concentration at half of the fitted maximal effect; on the % scale 0 is the no-effect control and ±100 the full control effect; nearly all actives have a fitted effect of over 75% in size; some results filed as inactive show a strong effect at the top dose
Target sequence (P49798 whole entry, looked up): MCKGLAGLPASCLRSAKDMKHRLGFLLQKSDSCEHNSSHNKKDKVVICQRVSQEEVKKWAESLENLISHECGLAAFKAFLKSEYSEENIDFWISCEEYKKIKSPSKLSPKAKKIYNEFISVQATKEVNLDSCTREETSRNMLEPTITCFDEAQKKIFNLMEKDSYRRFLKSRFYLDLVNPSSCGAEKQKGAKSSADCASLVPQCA
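MLSMR compounds (23 nl, pin-transferred) preincubated 10 min at room temperature with a 500nM (2x) first reagent, then RGS4 at 900nM (2x) plus Transcreener GDP mix added; fluorescence polarization (620/688 nm) read before and after 90 min at 30 °C.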
Vif-APOBEC3F blk = inhibitors of Vif-A3F interaction; HeLa A3F-eYFP + Vif (tagged APOBEC3F with the HIV-1 protein that degrades it), YFP fluorescence increase; Potency, µM (highest dose often 46.1 µM), for inactives: at the highest dose activity, negative = active; actives 0.2% (n = 390,000); AID 602313; further: potency means the concentration at half of the fitted maximal effect; % of control where 0% means no effect; nearly all actives have a fitted effect of over 65% in size
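HeLa cells stably expressing Vif plus C-terminally eYFP-tagged A3F were seeded, incubated overnight at 37 deg C, dosed with compound, incubated overnight again at 37 deg C. Yellow fluorescence (Ex 488/Em 500-530) reported blocked Vif-mediated A3F-eYFP degradation.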
Vif-APOBEC3G blk = blocks the Vif interaction with human APOBEC3G; HeLa A3G-eYFP + Vif (tagged APOBEC3G with the HIV-1 protein that degrades it), YFP fluorescence, overnight; AID 602310; actives 0.076% (n = 410,000); Q9HC16; Potency, µM (titrated, usually from 46.1 µM), for the others: top-dose activity, negative = active, most hits filed as inhibitors;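 further: potency means the concentration at half of the fitted maximal effect; on the % scale 0 is the no-effect control and ±100 the full control effect; nearly all actives have a fitted effect of over 60% in size; hits raise eYFP signal because A3G escapes Vif-driven loss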
Target sequence (Q9HC16 whole entry, looked up): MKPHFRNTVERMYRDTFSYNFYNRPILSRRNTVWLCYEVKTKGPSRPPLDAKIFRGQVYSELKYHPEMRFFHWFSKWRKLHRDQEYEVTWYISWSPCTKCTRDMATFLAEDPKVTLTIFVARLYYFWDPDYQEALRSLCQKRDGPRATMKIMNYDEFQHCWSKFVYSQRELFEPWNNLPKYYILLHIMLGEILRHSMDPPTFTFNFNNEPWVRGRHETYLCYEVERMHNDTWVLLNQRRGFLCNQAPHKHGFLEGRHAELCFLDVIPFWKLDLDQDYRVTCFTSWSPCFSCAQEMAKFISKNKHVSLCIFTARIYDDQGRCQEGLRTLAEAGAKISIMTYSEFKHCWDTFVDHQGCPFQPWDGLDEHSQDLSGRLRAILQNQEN
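HeLa cells stably expressing Vif and C-terminally eYFP-tagged A3G, seeded overnight at 37 deg C, then exposed to compound by pintool overnight at 37 deg C. Rise in yellow fluorescence (Ex 488/Em 500-530, Acumen) marks blocked Vif-driven A3G degradation.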
D2 ag = agonists of human D2 dopamine receptor | HEK293 T-REx D2 cells, calcium flux agonist mode | activation, % at 2 µM | actives 0.53% (n = 340,000);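 active means activation over 3 SD above normal in the single-dose calcium agonist read, cut at about 30% in these data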; further: 0% is about no effect
Target sequence (P14416 whole entry, looked up): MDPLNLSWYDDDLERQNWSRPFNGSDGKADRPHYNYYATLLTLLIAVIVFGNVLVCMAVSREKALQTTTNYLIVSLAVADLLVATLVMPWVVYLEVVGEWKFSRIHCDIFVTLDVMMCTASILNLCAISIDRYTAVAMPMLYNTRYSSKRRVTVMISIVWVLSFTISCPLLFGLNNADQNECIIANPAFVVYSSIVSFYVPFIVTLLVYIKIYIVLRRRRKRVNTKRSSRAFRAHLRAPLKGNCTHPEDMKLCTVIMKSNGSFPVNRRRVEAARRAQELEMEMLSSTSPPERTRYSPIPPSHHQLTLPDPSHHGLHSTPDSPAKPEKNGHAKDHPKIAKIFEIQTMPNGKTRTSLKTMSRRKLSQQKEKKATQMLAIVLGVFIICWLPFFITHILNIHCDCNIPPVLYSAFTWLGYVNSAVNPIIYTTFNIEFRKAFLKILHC
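In this primary screen, compounds producing a positive calcium signal within 180 s of addition to tetracycline-induced, force-coupled HEK293 Trex D2 cells are flagged; cells are dye-loaded with a no-wash calcium kit beforehand.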
GRP78 ERSR act = ER stress response induction in glioma; Potency, µM, inactives show top-dose activation, most hits filed as activators; AID 602332; actives 0.02% (n = 420,000); U87-MG GRP78 promoter luciferase reporter, 16 h; further: potency means the concentration at half of the fitted maximal effect; series mostly up to about 76 µM; % of control where 0% means no effect; nearly all actives have a fitted effect of over 35% in size
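ERSR induction read as luciferase luminescence (Bright-Glo, 10 min at room temperature) in stably transfected human U87-MG glioma cells exposed to compounds for 16 h, using GRP78 as sensor.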
D2 antag = D2 dopamine receptor (human) antagonism | inhibition, % at 10 µM | P14416 | HEK293 TREx D2 cells, calcium flux, dopamine EC80 | actives 2% (n = 340,000); in the data active means inhibition above about 30%; further: 0% is about no effect
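Tetracycline-induced HEK293 TREx cells expressing D2 receptor forced-coupled to calcium signalling, loaded with no-wash calcium dye. Compounds added and calcium flux read 180 s, then dopamine added at EC80 and read a further 180 s.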
LDHA inh = LDHA (human) enzyme inhibition | P00338 | purified LDHA, NADH/diaphorase-resazurin fluorescence; hits give low values | activity change, % (values are at about 110 or 230 µM) | actives 0.15% (n = 480,000); in the data active means activity change below about -30%; inconclusive means mostly about -25% to -30%;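 further: plate controls were DMSO wells for no effect and wells without enzyme for full effect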
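LDH5 2 nM; NADH 0.06 mM, pyruvate 0.2 mM; 200 mM Tris pH 7.4, EDTA, Tween-20; 5 min RT. Detection: diaphorase 0.133 mg/mL + resazurin 37 µM, fluorescence ex540/em590 at 0 and 20 min; normalized to enzyme-free and DMSO wells.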
ERG Ets-DNA blk = ERG Ets/DNA interaction inhibition. P11308. fluorescence polarization, His-ERG Ets domain / labelled DNA. Potency, µM (top dose mostly 76.9 µM), inactives show at the highest dose FP activity, negative = inhibition, actives largely listed as inhibitors. actives 0.028% (n = 370,000); active means well fitted inhibition curve with a large enough effect in the polarisation, with a control signal flat; inconclusive means small, poorly fitted or top-dose-only effect, or effect the other way, or a change in a side signal; inactive means no such curve, though single readings can be large or run the other way; the % refers to the polarisation;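 further: polarization taken with two DNA probes labelled with fluorescein and Texas red; potency means the concentration at half of the fitted maximal effect; % of control where 0% means no effect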
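His-tagged ERG Ets domain (1 uM in the protein solution; 300mM KCl, 50mM Tris-HCl, 1mM EDTA, 1mM DTT, pH 7.5) received compound, then a probe mix of 5 nM fluorescein-DNA and 100nM Texas-615-DNA. Fluorescence polarization was read for both dyes.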
ALOX12 inh = inhibitors of human 12S-lipoxygenase ALOX12; purified 12hLO, xylenol orange hydroperoxide absorbance; Potency, µM (series often up to 108 µM), for the others: at the top dose activity change, negative = inhibition, actives largely listed as inhibitors; actives 1.1% (n = 580,000); AID 1671190; further: potency means the concentration at half of the fitted maximal effect; on the % scale 0 is the no-effect control and ±100 the full control effect
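Purified human 12hLO at 150 nM in 25 mM Hepes, 0.01% Triton X-100, pH 7.0, preincubated 15 min at room temperature with compound. Reaction started with 40 uM arachidonic acid, 30 min at room temperature. Hydroperoxide measured by Fe-xylenol orange, 573/405 nm absorbance ratio.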
An asterisk follows results filed as active; ? = inconclusive; / = not tested or not shown; & = joins results of further samples; [ ] = remark or other dose. Unless noted, the call rests on the fitted dose curve; in most records, active means well fitted curve in the direction sought with a large enough effect; inconclusive means small, poorly fitted or top-dose-only effect, or another doubt; inactive means no such curve, though single readings can be large; an effect the other way counts as inactive or inconclusive. The list is partial. The share of hits here may be higher or lower than overall.

SMILES	RGS4 inh	Vif-APOBEC3F blk	Vif-APOBEC3G blk	D2 ag	GRP78 ERSR act	D2 antag	LDHA inh	ERG Ets-DNA blk	ALOX12 inh
Cc1ccc(-c2nc3ccc(Cl)cc3n2OC(C)C(=O)O)cc1 (configuration not stated)	1%	5%	-1%	0.2	4%	4	-5	11%	-10%
Cc1nn(Cc2ccccc2Cl)c2sc(C(=O)NC(C)(C)C)cc12	-14%	3%	-19%	0.3	-1%	17	-2	0%	483%[activator]
CCOC(=O)c1sc(=S)n(C)c1NC(=O)c1ccc(F)cc1	?	1%	0%	-0.5	4%	-15	-7	-7%	?
CC1CCCCN1C(=O)c1cc(F)c(F)cc1Cl (configuration not stated)	-11%	-3%	2%	-0.2	-9%	15	-6	0%	-3%
CC1(C(=O)NS(=O)(=O)c2ccc(Cl)cc2)CCN1C(=O)CCc1cccs1 (configuration not stated)	/	/	-3%	/	-2%	/	-4	/	?
COc1cc(-c2cc(C(=O)Nc3cc(S(=O)(=O)N4CCOCC4)ccc3C)c3ccccc3n2)cc(OC)c1OC	10%	-2%	-7%	0.4	-2%	-1	-4	15%	/
O=C1c2cccnc2C(=O)N1Cc1ccc(S(=O)(=O)N2CCN(c3ccc(Cl)cc3)CC2)cc1	-1%	-7%	2%	0.3	-3%	-27	-6	-11%	?
CCOc1ccccc1NC(=O)c1ccc(NC(=O)c2ccco2)cc1	21%	1%	-9%	2.8	3%	21	-8	8%	38%[activator]
CCOc1ccc(CCNC(=O)COC(=O)c2cccnc2Cl)cc1OCC	-1%	-13%	0%	-0.2	-2%	-11	-2	-5%	-1%
C=CC[C@H](CC(=O)OC(C)(C)C)C(=O)OC[C@@H]1CCCN1C(=O)[C@@H](CC=C)CC(=O)NCCO	18%	-1%	5%	/	?	/	1	-3%	2%

Complete entries, quoted from the list. Screens in order: RGS4 inh	Vif-APOBEC3F blk	Vif-APOBEC3G blk	D2 ag	GRP78 ERSR act	D2 antag	LDHA inh	ERG Ets-DNA blk	ALOX12 inh
Cc1nn(Cc2ccccc2Cl)c2sc(C(=O)NC(C)(C)C)cc12 is listed with -14%	3%	-19%	0.3	-1%	17	-2	0%	483%[activator]
CCOc1ccccc1NC(=O)c1ccc(NC(=O)c2ccco2)cc1 is listed with 21%	1%	-9%	2.8	3%	21	-8	8%	38%[activator]
Cc1ccc(-c2nc3ccc(Cl)cc3n2OC(C)C(=O)O)cc1 (configuration not stated) is listed with 1%	5%	-1%	0.2	4%	4	-5	11%	-10%

(listing goes on)
SMILES	RGS4 inh	Vif-APOBEC3F blk	Vif-APOBEC3G blk	D2 ag	GRP78 ERSR act	D2 antag	LDHA inh	ERG Ets-DNA blk	ALOX12 inh
CCOc1ccc2nc(SCC(=O)N(CC(C)C)c3c(N)n(CC(C)C)c(=O)[nH]c3=O)[nH]c2c1	-10%	-9%	-6%	/	0%	/	2	/	-7%
COc1ccc(C(=O)Nc2cccc(NC(C)=O)c2)cc1OC	11%	-10%	2%	0.2	1%	-11	4	-3%	-15%
NC(=O)COC(=O)CCCc1nc2ccccc2s1	-1%	-1%	0%	0.3	-6%	-2	-2	9%	-3%
Cc1c(C(=O)NC2CCCCC2)oc2ccc(F)cc12	-9%	11%	-12%	-0.1	6%	-1	1	-4%	-19%
O=C(NCCc1cn2ccccc2n1)c1ccc(Br)o1	12%	4%	0%	-1.5	-5%	5	-7	4%	6%
CCNc1ccc([N+](=O)[O-])cc1	14%	4%	0%	/	0%	/	-5	-11%	?
CCCN(C)C[C@@H]1OCCCC[C@@H](C)Oc2ccc(NC(=O)c3ccccc3)cc2C(=O)N([C@H](C)CO)C[C@@H]1C	/	/	?	/	-4%	/	-4	/	-3%
COCCn1c(=O)[nH]c2cc(C(=O)NCCc3ccc(OC)c(OC)c3)ccc2c1=O	17%	3%	-2%	0.4	-6%	-12	-12	0%	8%
O=C(CC(NCc1ccccn1)C(=O)O)Nc1ccccc1Cl (configuration not stated)	-13%	-8%	3%	1.5	2%	1	5	-7%	1%
CC(=O)N/N=C/c1ccccc1OCCOc1cccc(C)c1	-1%	1%	-14%	0.5	1%	-4	-5	-2%	2%
O=C(NNC(=O)c1ccccc1[N+](=O)[O-])c1ccc(NC(=O)c2ccccc2)cc1	-2%	2%	0%	-0.6	-4%	0	-12	-1%	9%
CC1CN(S(=O)(=O)c2cc(C(=O)N(C)Cc3cccs3)ccc2Cl)CC(C)O1 (configuration not stated)	10%	-6%	1%	/	-4%	/	-4	-14%	-2%
Cc1ccc(S(=O)(=O)NCC2CCC(C(=O)N(C)Cc3ccccc3)CC2)cc1 (configuration not stated)	10%	3%	7%	1.9	-3%	/	-5	0%	?
O=C(N/N=C\c1ccc(F)cc1)c1csnn1	?	-1%	-2%	0.1	0%	6	1	-1%	0%
CC1=CC(C)(C)N2C(=O)C3(C(C#N)=C(N)Oc4cc(C)oc(=O)c43)c3cccc1c32 (configuration not stated)	-27%	-4%	-13%	0.3	-2%	-11	-5	9%	70%[activator]
Cc1cc(C)c(C)c(S(=O)(=O)NC2CCCCC2)c1C	-7%	1%	2%	-1.4	-8%	3	1	-9%	-3%
O=C(Oc1ccc(C(=S)N2CCOCC2)cc1)c1cc([N+](=O)[O-])cc([N+](=O)[O-])c1	-15%[56.9 µM]	-12%	-9%	0.5	-1%	-3	-3	-15%	-16%
COc1ccc2oc(C(=O)OCC(=O)Nc3ccc(C(=O)N(C)C)cc3)c(C)c2c1	-8%	3%	-6%	-0.4	3%	-1	-3&11	-10%	47%&-2%[activator]
Cc1cc(Cl)c(O)c(-n2nc3ccccc3n2)c1	27%[11.4 µM]	3%	1%	-1.1	0%	8	-6	-8%	?
CCCNC(=O)c1ccc(Cn2c(=S)[nH]c3c([nH]c4ccc(OC)cc43)c2=O)cc1	-1%	4%	0%	-1.5	-1%	-23	-7	-3%	1%
Cc1ccccc1-c1nc(S(=O)(=O)c2ccccc2)c(N2CCCC2)o1	-4%	9%	1%	/	-2%	/	-4	-2%	?
Cc1nc(N2CCN(C(=O)c3ccco3)CC2)c(C#N)c2c1CCCC2	3%	11%	-1%	0.3	-4%	-3	-6	1%	1%
CC(=O)N1c2ccccc2C2CCCC[C@@H]21 (some centres not stated)	-1%	-1%	-4%	-0.5	-2%	-14	-9	-6%	-19%
Nn1c(SCC(=O)Nc2ccc(F)cc2)nnc1-c1cccnc1	-8%	-12%	1%	0.8	1%	8	12	-6%	-2%
CC(=O)N(C)/C=C1\Sc2ccccc2C1=O	-28%	7%	-1%	0.0	-8%	-16	-2	0%	35µM*
O=C(O)C1(O)C[C@H](O)C(O)[C@@H](O)C1 (some centres not stated)	-10%	7%	1%	-0.9	-2%&-4%	1	-5	-6%	0%
COc1ccc(NC(=O)CN2C(=O)COc3ccc(S(=O)(=O)N4CCCCC4)cc32)cc1OC	6%&-3%	1%&3%	0%&-4%	0.2&-0.2	-2%&-2%	-5	0&-3	-13%&-5%	5%&-9%
CSCCC(NS(=O)(=O)c1ccc2c(c1)oc(=O)n2C)C(=O)NCCc1ccc(C)cc1 (configuration not stated)	7%	8%	-1%	14	-2%	/	-17	2%	-12%
COc1ccccc1/C=C/C=N/NC(=O)c1ccco1	-3%	-13%	-7%	-0.2	1%	6	2	2%	27%
Cn1c(=O)c2c(-c3ccccc3)n(-c3cccc(Br)c3)cc2n(C)c1=O	/	/	-1%	/	0%	/	-5	/	?

Two of these compounds, reformatted:
compound | RGS4 inh | Vif-APOBEC3F blk | Vif-APOBEC3G blk | D2 ag | GRP78 ERSR act | D2 antag | LDHA inh | ERG Ets-DNA blk | ALOX12 inh
COc1ccc(NC(=O)CN2C(=O)COc3ccc(S(=O)(=O)N4CCCCC4)cc32)cc1OC | 6%&-3% | 1%&3% | 0%&-4% | 0.2&-0.2 | -2%&-2% | -5 | 0&-3 | -13%&-5% | 5%&-9%
CSCCC(NS(=O)(=O)c1ccc2c(c1)oc(=O)n2C)C(=O)NCCc1ccc(C)cc1 (configuration not stated) | 7% | 8% | -1% | 14 | -2% | / | -17 | 2% | -12%

Structures listed so far printed as active in ALOX12 inh:
structure | RGS4 inh | GRP78 ERSR act | D2 antag | ERG Ets-DNA blk | ALOX12 inh
CC(=O)N(C)/C=C1\Sc2ccccc2C1=O | -28% | -8% | -16 | 0% | 35µM*
